RAD52 anneal inh = RAD52 (human) annealing inhibition | recombinant RAD52 DNA annealing, FRET fluorescence | inhibition, % at 18.7 µM | actives 0.46% (n = 360,000);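 active = every replicate showing at least 50% inhibition; inconclusive = mean inhibition at least 50% but not in every replicate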
XiGFP reactiv = activators of X-chromosome reactivation in mouse fibroblasts; XiGFP mouse fibroblasts, % GFP-positive cells imaging, 3 d; cells co-treated with 5-aza-dC sensitizer; scaled so ellipticine positive control = 100%; activation, % at 7.58 µM; actives 0.055% (n = 360,000);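 active = mean normalized replicate activation at least 10% and every replicate at or above 10%; inconclusive = only one of the two criteria met; inactive = mean below 10% and not all replicates reach 10%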;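 note: 0% = median of on-plate neutral control wells and 100% = ellipticine 6 µM median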
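System: SV40-immortalized XiGFP fibroblast cells, line 68-5-11 / Incubation: 3-day compound exposure, then 15 min fixation at room temperature / Compound: single concentration per compound, delivered by pin transfer / Buffer or medium: DMEM plus 5-aza-dC sensitizer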
S100A4 MyoIIA = inhibitors of human S100A4 binding to myosin IIA peptide. S100A4/TAMRA-MyoIIA peptide fluorescence polarization. inhibition, % at 10.7 µM. actives 0.14% (n = 360,000). AID 652163;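 active = mean inhibition of at least 70% across replicates, with every replicate also reaching that level; inconclusive = mean inhibition reaches 70% but some replicates fall short; inactive = mean inhibition below 70%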
Target sequence (P26447 whole entry, looked up): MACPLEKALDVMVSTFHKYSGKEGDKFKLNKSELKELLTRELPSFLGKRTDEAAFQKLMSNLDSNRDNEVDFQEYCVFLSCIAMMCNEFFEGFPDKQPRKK
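Test system – S100A4 monomer (human) · Compound – single-point compound testing · Schedule – 5 min incubation before reading · Probe or stimulus – TAMRA-labelled myosin IIA heavy-chain peptide probe, 5 nM · Benchmarks – neutral control DMSO, positive control TFP · Medium – Calcium-containing HEPES buffer, pH 7.2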
E-selectin induc = induces E-selectin expression in human endothelial cells; P16581; HUVEC E-selectin immunofluorescence imaging; normalized: neutral wells 0, TNF-alpha wells 100; activation, % at 7.58 µM; actives 0.37% (n = 260,000); AID 686992;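 active = mean E-selectin-positive cell signal at least 10% of the positive control, reached in at least 60% of replicates, without over 20% cell loss; inconclusive = no rule given, readout overlaps actives, possibly toxicity-flagged; inactive = the rest, including those meeting only one limit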;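 note: in these data hits start at about 27%; measured in HUVEC primary endothelial cells; signal is the percent of cells scored E-selectin positive by PE staining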
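Test system: HUVEC; input: 3,000 HUVEC/well; measured by: immunofluorescence imaging; read-out: % PE-positive cells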
ERp5 inh = blocks human ERp5 reductase activity on insulin | inhibition, % at 9.99 µM | AID 651711 | actives 0.05% (n = 350,000) | ERp5 insulin aggregation, absorbance 650 nm, 90 min;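 active = mean replicate inhibition above about 25%, with every replicate also reaching it, limit read from the data, passing the limit was not always enough; inconclusive = only one of those two criteria met; inactive = neither criterion met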
RAD54 branch = blocks human RAD54 Holliday junction branch migration; actives 0.14% (n = 360,000); Q92698; FAM/BHQ fluorescence; inhibition, % at 10.4 µM;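 active = mean normalized replicate activity at least 40 and at least half of replicates scoring 40 or more; inconclusive = only one of the two criteria met; inactive = mean below 40 and under half of replicates reaching 40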;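 note: 0% = median of neutral control wells and 100% = median of positive control wells; inhibitors cause a drop in the FAM fluorescence signal; in these data hits start at about 50%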
Target sequence (Q92698 whole entry, looked up): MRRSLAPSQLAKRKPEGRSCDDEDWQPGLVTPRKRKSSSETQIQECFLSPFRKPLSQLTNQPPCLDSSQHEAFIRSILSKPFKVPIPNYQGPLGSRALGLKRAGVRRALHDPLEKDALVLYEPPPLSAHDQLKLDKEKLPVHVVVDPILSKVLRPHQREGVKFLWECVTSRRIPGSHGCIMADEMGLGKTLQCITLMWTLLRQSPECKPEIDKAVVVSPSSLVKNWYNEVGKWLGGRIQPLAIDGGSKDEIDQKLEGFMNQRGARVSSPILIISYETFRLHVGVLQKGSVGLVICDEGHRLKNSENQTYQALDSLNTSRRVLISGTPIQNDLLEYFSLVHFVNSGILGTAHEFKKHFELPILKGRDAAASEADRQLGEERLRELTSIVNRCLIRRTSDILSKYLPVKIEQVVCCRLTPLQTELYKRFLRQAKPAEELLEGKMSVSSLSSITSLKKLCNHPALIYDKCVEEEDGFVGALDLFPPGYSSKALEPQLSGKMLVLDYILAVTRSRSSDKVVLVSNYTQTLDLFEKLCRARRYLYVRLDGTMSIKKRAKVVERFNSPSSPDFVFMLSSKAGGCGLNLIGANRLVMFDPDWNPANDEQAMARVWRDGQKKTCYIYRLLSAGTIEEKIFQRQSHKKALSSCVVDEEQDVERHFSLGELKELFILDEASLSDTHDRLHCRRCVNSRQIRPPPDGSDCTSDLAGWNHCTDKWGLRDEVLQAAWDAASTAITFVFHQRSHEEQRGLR
ERAP1 HTS inh = blocks human ERAP1 aminopeptidase activity; actives 0.15% (n = 340,000); inhibition, % at 10.7 µM; Q9NZ08; recombinant ERAP1, Leu-AMC fluorescence, 60 min;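 active = mean replicate inhibition of at least 30%, or all replicates individually reaching that 30% level; inactive = mean below 30% and not every replicate reaching it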;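 note: 0% = neutral control wells and 100% = L-leucinethiol positive control wells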
esBAF inh = blocks esBAF chromatin remodeling in mouse ES cells. actives 2% (n = 350,000). Bmi1-luciferase knock-in reporter, 24 h; 100% = twice the neutral-well signal. reporter increase, % at 12.5 µM; in the data active = activation above about 40%; inconclusive = no clear call, values can overlap the other calls;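 note: 0% = median of the plate's neutral control wells and 100% = double that signal; a rise in the Bmi1 reporter signal indicates esBAF inhibition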
The depositor's hits bear a star; ? = inconclusive; . = not tested or not shown.

SMILES	RAD52 anneal inh	XiGFP reactiv	S100A4 MyoIIA	E-selectin induc	ERp5 inh	RAD54 branch	ERAP1 HTS inh	esBAF inh
Cc1ccc(NCCC(=O)c2cccs2)cc1C	-16	0.0	1	-0.2	-6	6	-1	68*
Cc1ccccc1C(=O)NC(C)C1CC2CCC1C2 (stereo unspecified)	-3	0.0	0	-0.2	3	4	-1	0
CC(C)C[C@@H](CN1CCCC1CN1C(=S)NC[C@@H]1Cc1ccccc1)N1C[C@H](Cc2ccc(O)cc2)N(CC2CCCCC2)C1=S (stereo partly specified)	-10	0.1	-4	0.0	1	.	1	.
COc1cc(/C=N/N2CCN(Cc3ccc(Cl)cc3)CC2)cc(Br)c1O	-7	0.0	2	.	0	-2	0	-15
Cc1cc(N2CCN(c3ccc(F)cc3)CC2)n2ncnc2n1	-5	0.0	-2	0.4	1	-1	0	.
O=C(CCc1ccccc1)Nc1cc2c3c(c1)CC(=O)N3CCC2	-9	0.4	1	.	0	-15	1	.
CCN1CCN(c2ccc(S(=O)(=O)N3CCOCC3)cc2NC(=O)c2ccccc2SC)CC1	-7	0.1	-4	-0.1	7	-15	0	6
C[C@@H](NC(=O)C[C@H]1CC[C@H]2[C@@H](COc3ccc(NC(=O)C4CCOCC4)cc3C(=O)N2C)O1)c1ccccc1	-1	0.0	-3	0.0	2	-1	3	6
COc1cc2cc(C)c(Br)c(OC)c2cc1OC	-10	0.1	1	4.8	-2	.	4	.
CCc1cccc(NC(=O)CCNS(=O)(=O)c2ccc3[nH]c(=O)oc3c2)c1	-3	0.0	-3	0.5	0	6	-2	-3
COc1ccc(S(=O)(=O)Nc2ccc3c(c2)C(=O)N([C@H](C)CO)C[C@@H](C)[C@@H](CN(C)C(=O)c2ccncc2)OCCCC[C@@H](C)O3)cc1	12	-0.2	-27	-0.1	-12	-3	1	4
CC1=C(SCc2ccccc2)C(=O)c2ccccc2C1=O	-20	0.2	2	-0.8	2	-5	6	9
Cc1cc(NC(=O)CSc2nnc(Nc3ccccc3F)s2)no1	-15	-0.1	-4	.	-6	.	1	.
Cc1cc(=O)oc2cc(NC(=O)c3ccccc3C(=O)O)ccc12	1	0.0	-4	0.2	-1	-8	-29	-5
COCC(=O)Nc1ccc2c(c1)C(=O)N(C)[C@@H]1CC[C@@H](CC(=O)NCc3ccccc3Cl)O[C@H]1CO2	.	0.0	.	0.2	.	-7	.	-3
C[C@H]1CN([C@@H](C)CO)C(=O)Cc2cc(N(C)C)ccc2O[C@H]1CN(C)Cc1ccc(Oc2ccccc2)cc1	6	2.9	4	6.0	2	-20	-2	-8
CCCNC(=O)N1[C@@H](CO)[C@@H](c2ccccc2)C12CN(C(=O)c1cccnc1)C2	15	0.2	0	0.2	-3	.	1	.
O=C(N[C@H]1CC[C@H](CCNC(=O)C2CC2)O[C@H]1CO)c1ccccn1	-2	-0.4	-2	-0.6	-2	-5	-1	-1
O=C(C[C@H]1C=C[C@H](NC(=O)c2ccccc2)[C@H](CO)O1)Nc1ccc(-c2ccccc2)cc1	0	0.0	-14	0.6	-1	0	0	8
C/C=C/c1ccc([C@@H]2[C@H](CO)N(C(C)=O)C23CN(C(=O)c2cnccn2)C3)cc1	-11	0.0	-1	-0.1	-3	.	0	.
O=C(NC1CCCCC1)C1CC(=O)N(CCc2ccccc2)C1 (stereo unspecified)	-3	.	-1	.	-5	-14	0	1
COc1ccc(OC)c2[nH]c(C(=O)O)cc12	-4	.	-1	.	3	6	-3	-12
CC(C)CCn1c(SCC(=O)Nc2ccccc2C(F)(F)F)nc2nccnc2c1=O	-3	0.0	-2	.	2	8	1	0
CCCCOCCCNC(=O)N[C@H](C(=O)O)C(C)CC (stereo partly specified)	-2	-0.1	-1	1.8	1	-5	-1	2

Single values from above:
Reading of O=C(C[C@H]1C=C[C@H](NC(=O)c2ccccc2)[C@H](CO)O1)Nc1ccc(-c2ccccc2)cc1 in RAD52 anneal inh: 0
Reading of O=C(N[C@H]1CC[C@H](CCNC(=O)C2CC2)O[C@H]1CO)c1ccccn1 in esBAF inh: -1
Reading of C[C@H]1CN([C@@H](C)CO)C(=O)Cc2cc(N(C)C)ccc2O[C@H]1CN(C)Cc1ccc(Oc2ccccc2)cc1 in ERp5 inh: 2
Reading of CCCNC(=O)N1[C@@H](CO)[C@@H](c2ccccc2)C12CN(C(=O)c1cccnc1)C2 in E-selectin induc: 0.2
Reading of C/C=C/c1ccc([C@@H]2[C@H](CO)N(C(C)=O)C23CN(C(=O)c2cnccn2)C3)cc1 in XiGFP reactiv: 0.0

(listing goes on)
SMILES	RAD52 anneal inh	XiGFP reactiv	S100A4 MyoIIA	E-selectin induc	ERp5 inh	RAD54 branch	ERAP1 HTS inh	esBAF inh
Cc1cc(NC(=O)c2cc3cc([N+](=O)[O-])ccc3s2)no1	-11	0.0	3	.	2	11	-2	4
CCC(C)NC(=O)C1CCN(C(=O)N(C)C)CC1 (stereo unspecified)	13	.	8	.	-7	0	-1	-2
CC(C)=C1C(=O)NN(c2cccc(Cl)c2)C1=O	4	0.0	-1	.	4	5	-2	5
CCCN1C[C@H](C)[C@H](OC)CN(C)C(=O)c2cc(NC(=O)C3CCC3)ccc2OC[C@H]1C	.	0.0	.	-0.3	.	0	.	-3
CC(OC(=O)C1COc2ccccc2O1)C(=O)N(C)c1ccccc1 (stereo unspecified)	-50	0.0	7	-0.2	2	.	-4	.
CC(C)NC(=O)Nc1ccc2c(c1)C(=O)N([C@H](C)CO)C[C@H](C)[C@H](CN(C)CC1CC1)O2	12	-1.1	-8	12	-6	5	2	2
Cc1cc(OCC(=O)Nc2cc(C(C)(C)C)on2)ccc1[N+](=O)[O-]	2	0.2	0	.	5	-5	2	.
CCN(CC)c1ccc(S(=O)(=O)N2CCOCC2)cc1NC(=O)CNCc1cccc(Cl)c1	-3	-0.1	-4	-0.7	-1	-7	0	0
O=C(C[C@H]1CC[C@@H](NC(=O)Nc2ccc(C(F)(F)F)cc2)[C@H](CO)O1)NCc1cccc(F)c1	-2	0.4	10	0.0	-4	0	-2	-1
CO[C@H]1CN(C)C(=O)c2ccc(NC(=O)C3CCCC3)cc2OC[C@@H](C)N(C(=O)CC2CC2)C[C@H]1C	1	0.3	-3	-0.1	0	1	-3	1
CC(C)C[C@H](N)c1nnc(S(=O)(=O)Cc2cccc(F)c2)o1	-11	.	-1	.	8	5	3	9
O=C(CSc1nnc(NC(=O)c2cccc(F)c2)s1)NC1CC1	-3	0.0	-3	-0.1	0	-2	-2	11

Part of the list above, reduced to RAD54 branch and ERAP1 HTS inh.
molecule	RAD54 branch	ERAP1 HTS inh
CC(C)NC(=O)Nc1ccc2c(c1)C(=O)N([C@H](C)CO)C[C@H](C)[C@H](CN(C)CC1CC1)O2	5	2
Cc1cc(OCC(=O)Nc2cc(C(C)(C)C)on2)ccc1[N+](=O)[O-]	-5	2
CCN(CC)c1ccc(S(=O)(=O)N2CCOCC2)cc1NC(=O)CNCc1cccc(Cl)c1	-7	0

Following part:
SMILES	RAD52 anneal inh	XiGFP reactiv	S100A4 MyoIIA	E-selectin induc	ERp5 inh	RAD54 branch	ERAP1 HTS inh	esBAF inh
Cc1cccc(NC(=O)CN2CCOCC2)c1C	-13	0.1	-3	.	0	-4	-2	-7
CCc1nc2ccc(C(=O)Nc3nnc(C)s3)cc2nc1CC	-53	0.2	-1	.	?	.	-2	.
OCC1(Cc2cccc(Cl)c2)CCCN(Cc2ccc3cc(F)ccc3n2)C1 (stereo unspecified)	-77	0.0	-4	.	1	-14	-1	2
Cc1cccc(NS(=O)(=O)c2cccc(C(=O)NCc3ccccc3CN3CCOCC3)c2)c1	-20	0.4	0	.	6	.	0	3
Cc1nn(Cc2ccccc2)c(Cl)c1/C=C/C(=O)OCC(=O)NC(C)C(C)C (stereo unspecified)	-12	0.0	4	.	-3	.	1	.
O=C(NN=C1CCCCC1)c1ccccc1OCc1ccc(F)cc1	-18	0.0	7	.	-2	.	1	.
CO[C@H]1CN(C)C(=O)c2cc(NC(=O)CC(F)(F)F)ccc2OC[C@H](C)N(CCC(F)(F)F)C[C@@H]1C	-15	0.0	2	4.2	-10	1	-2	-1
Cc1nnc(SCC(=O)NC2CC2)s1	-8	0.0	9	-0.4	3	-2	3	1
CN1OC[C@@H]2CN(CC3CCCCC3)[C@H](c3ccc(-c4ccc(C#N)cc4)cc3)C[C@@H]21	-3	-0.1	-2	.	-5	.	-3	.
C[C@@H]1CCCCO[C@@H](CN(C)S(=O)(=O)c2ccccc2)[C@H](C)CN([C@@H](C)CO)C(=O)c2cc(NS(=O)(=O)c3ccc(Cl)cc3)ccc2O1	-1	0.0	42	-0.2	0	-5	0	13
COc1ccc(NC(=O)N(C)C[C@H]2Oc3c(NS(C)(=O)=O)cccc3C(=O)N([C@@H](C)CO)C[C@H]2C)cc1	10	6.1	12	.	-4	3	0	3
CCN(CC)S(=O)(=O)c1ccc(NC(=O)COC(=O)c2ccc(NC(=O)CC#N)cc2)cc1	-136	0.0	-2	1.1	0	.	-4	.
CN1CCC=C(C(=O)N2c3ccccc3Sc3ccc(Cl)cc32)C1	17	0.0	-3	.	-4	.	-2	-2
O=C1CN(C(=O)CSc2nnc3ccccn23)c2ccccc2N1	-7	0.0	-6	0.2	-2	.	4	.
CCOC(=O)/C(C)=N/NC(=O)c1cccc([N+](=O)[O-])c1	-17	0.2	-1	.	3	.	-3	.
COCC(=O)N(C)C[C@H]1Oc2ncc(C3=CCCCC3)cc2C(=O)N([C@@H](C)CO)C[C@H]1C	-3	-1.0	-1	0.1	1	3	-1	-1
COCCNC(=S)N(CCc1c(C)[nH]c2ccc(Cl)cc12)Cc1cccs1	-2	0.1	-4	4.7	0	-6	-1	7
COC(=O)CN1C(=O)COc2ccc(S(=O)(=O)NCc3ccc(F)cc3)cc21	-11	0.0	-3	.	-2	5	-1	-2
Cn1c(SCC(=O)NNC(=O)c2ccccc2O)nnc1-c1ccccc1	-9	0.0	-2	.	0	.	-4	22
C/C=C/c1cnc2c(c1)C(=O)N([C@@H](C)CO)C[C@@H](C)[C@H](CN(C)Cc1ccc3c(c1)OCO3)O2	3	-1.3	1	1.9	-2	4	-3	-3
CCCC(=O)N=c1sc2cccc(F)c2n1C	-5	0.0	0	.	-2	13	0	28
CC(C)(C)NC(=O)CN(C(=O)CCN1CCCc2ccccc21)C(C)(C)C	-42	.	-12	.	-2	-7	3	6
Cc1ccccc1S(=O)(=O)N1CC[C@@H]2[C@H]1c1cc(-c3cccc(C#N)c3)ccc1N(C)[C@H]2CO	8	0.0	5	-0.9	2	-5	0	10
CCc1noc(C)c1C(=O)Nc1ccccc1C(C)(C)C	-5	0.2	-5	.	6	1	5	0

Arranged by the number under RAD52 anneal inh (falling): 3 of the compounds above.
canonical_smiles	RAD52 anneal inh
Cc1ccccc1S(=O)(=O)N1CC[C@@H]2[C@H]1c1cc(-c3cccc(C#N)c3)ccc1N(C)[C@H]2CO	8
COCC(=O)N(C)C[C@H]1Oc2ncc(C3=CCCCC3)cc2C(=O)N([C@@H](C)CO)C[C@H]1C	-3
COC(=O)CN1C(=O)COc2ccc(S(=O)(=O)NCc3ccc(F)cc3)cc21	-11

Compound activity (PubChem BioAssay)
